High-throughput results (PubChem)
DYRK1A inh = blocks rat Dyrk1A kinase activity; 310,000 compounds, 0.43% hits; ADP-Glo luminescence, NFATc1 peptide; inhibition, % at 12.5 µM; in the data active = inhibition above about 50%;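 note: plate controls were vehicle with enzyme for no effect and no enzyme for full effect; many of its hits are not listed in these tables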
GSK3A inh = human GSK-3 alpha kinase inhibition | ADP-Glo luminescence, 60 min | inhibition, % at 10 µM | 320,000 compounds, 0.1% hits;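 in the data active = inhibition above about 50%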;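 note: GST-tagged GSK-3 alpha with peptide substrate and 25 µM ATP; 0% = DMSO neutral wells and 100% = GW8510 positive control wells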
Target sequence (P49840 whole entry, looked up): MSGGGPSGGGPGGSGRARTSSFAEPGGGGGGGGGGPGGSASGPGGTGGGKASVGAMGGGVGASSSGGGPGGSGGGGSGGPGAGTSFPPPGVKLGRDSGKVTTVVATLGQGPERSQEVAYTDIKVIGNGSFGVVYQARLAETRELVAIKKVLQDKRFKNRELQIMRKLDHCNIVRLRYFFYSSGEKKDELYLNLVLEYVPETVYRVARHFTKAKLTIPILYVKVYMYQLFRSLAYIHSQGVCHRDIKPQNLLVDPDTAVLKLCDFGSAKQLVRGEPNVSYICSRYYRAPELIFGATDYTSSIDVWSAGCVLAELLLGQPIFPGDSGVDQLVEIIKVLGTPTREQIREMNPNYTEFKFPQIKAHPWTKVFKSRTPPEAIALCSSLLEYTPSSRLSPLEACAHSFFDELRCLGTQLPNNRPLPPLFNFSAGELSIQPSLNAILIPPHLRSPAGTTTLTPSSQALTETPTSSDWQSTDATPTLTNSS
Platelet DG rel = platelet dense granule release activity; human platelet-rich plasma, SFLLRN dense granule ATP release, luminescence; 300,000 compounds, 0.22% hits; inhibition, %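 (compounds screened at 7.5 µM in platelet-rich plasma)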;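 active = mean replicate score, as percent of positive control, at or above 50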
PolyA inh = yeast polyadenylation inhibition | S. cerevisiae SKY197-pL101 polyadenylation reporter, beta-gal luminescence; efflux-impaired pdr1/pdr3 knockout yeast; score 100 = 6 SD above DMSO | calls only at 12 µM | 300,000 compounds, 0.02% hits;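 active = lowest replicate activity score at least 50, where 100 means six control SD above control mean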;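 note: yeast exposed to compound for 9 h at 30 °C; higher score means more reporter readthrough which indicates perturbed polyadenylation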
HSF-1 act = increases HSF-1 driven luciferase reporter signal. NIH3T3-HGL HSF-1 luciferase reporter, MG132, 8 h; 100% = twice DMSO control signal. activation, % at 9 µM. 300,000 compounds, 1.7% hits. AID 504408;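 active = mean replicate activation of at least 50% with a set share of replicates each reaching 50%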;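 note: 0% = median of the neutral control wells and 100% = twice that signal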
GSK3B inh = blocks human GSK3beta kinase activity | P49841 | GST-GSK3beta kinase, ADP-Glo luminescence, 60 min; stronger effect = lower value | 300,000 compounds, 0.038% hits | activity score (negative = inhibition), % at 10 µM | AID 2097;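 active = more than half of replicate wells score below -50%, meaning over 50% inhibition versus plate controls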;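 note: 0% = median DMSO wells and -100% = median GW8510 positive control wells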
Target sequence (P49841 whole entry, looked up): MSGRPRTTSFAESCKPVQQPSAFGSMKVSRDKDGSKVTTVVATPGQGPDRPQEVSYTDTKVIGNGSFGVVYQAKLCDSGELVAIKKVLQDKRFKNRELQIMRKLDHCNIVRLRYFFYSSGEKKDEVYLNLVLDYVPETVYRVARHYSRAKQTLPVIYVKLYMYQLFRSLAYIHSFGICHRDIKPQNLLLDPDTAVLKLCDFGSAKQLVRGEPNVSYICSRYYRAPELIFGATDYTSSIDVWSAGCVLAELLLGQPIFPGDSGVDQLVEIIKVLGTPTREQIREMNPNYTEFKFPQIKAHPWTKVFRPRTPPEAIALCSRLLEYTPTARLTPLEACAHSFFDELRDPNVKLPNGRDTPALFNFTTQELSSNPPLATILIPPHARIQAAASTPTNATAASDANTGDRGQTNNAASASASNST
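Test system: GST-tagged human GSK3beta kinase, cell-free; evaluation: activity score scaled between in-plate DMSO and GW8510 controls; measured by: ADP-Glo luminescence; incubation: 60 min reaction, RT; benchmarks: DMSO and 20 µM GW8510; reagent: peptide substrate plus 25 µM ATP (final); medium: Tris/MgCl2 kinase buffer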
HDAC3 inhib = inhibitors of human histone deacetylase 3 | O15379 | recombinant HDAC3, fluorogenic peptide/trypsin coupled, fluorescence | inhibition, % at 8.3 µM | 320,000 compounds, 0.15% hits | AID 2718; in the data active = inhibition above about 26%, passing the limit was not always enough
HSF1 inhib = HSF1 inhibition | 300,000 compounds, 0.77% hits | AID 2098 | NIH3T3-HGL HSE-luciferase, MG132-induced, luminescence 8 h; stronger effect = lower value | activity change, negative = inhibition, % at 7.5 µM (by protocol);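 active = more than half of replicate wells show activity change below -50%, luminescence cut by over half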;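 note: luciferase reports HSF-1 transcriptional activity via heat shock element; 0% = median of DMSO wells and -100% = zero luminescence signal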
HSP90 inh = blocks HSP90-mediated luciferase refolding in reticulocyte lysate; inhibition, % at 5.6 µM; Rabbit reticulocyte lysate, luciferase refolding luminescence, 3 h; 290,000 compounds, 0.91% hits;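 active = inhibition above the screen-wide mean plus 3 SD, computed separately per campaign, cut at about 16% in these data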;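 note: 0% = DMSO wells and 100% = 60 µM geldanamycin wells; inhibitors lower the luminescence because luciferase stays unfolded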
AI-2 QS modul = modulators of Vibrio harveyi AI-2 quorum sensing system; Vibrio harveyi JMH597 AI-2 luminescence/OD600 ratio, 9 h; stronger effect = lower value; strain lacks LuxN and CqsS sensors; 0 = neutral-control median; activity change, % at 7.5 µM; 300,000 compounds, 0.4% hits; in the data active = activity change below about -75%, passing the limit was not always enough;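 note: luminescence divided by OD600 gain over 9 h not by final OD600 alone; inactives centre near 13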
Numbers without * were called inactive; i = inactive; x = no result given. A portion of the library (hit frequency here may not be typical).

HSP90 inh	GSK3A inh	PolyA inh	GSK3B inh	AI-2 QS modul	HSF1 inhib	DYRK1A inh	HDAC3 inhib	HSF-1 act	Platelet DG rel	molecule
-7	0	i	-4	18	4	-2	2	14	3	CCC1=NN(C(=O)c2cccc([N+](=O)[O-])c2)C(O)(c2ccc(C)cc2)C1 (centres undefined)
9	x	i	2	16	-84*	-7	4	-84	19	CCC1CCCCN1S(=O)(=O)c1ccc(NC(=O)c2nc(S(C)(=O)=O)ncc2Cl)cc1 (centres undefined)
-1	1	i	1	-17	-13	3	12	-7	7	CCCCC(=O)NC(=S)Nc1cccc(NC(=O)c2ccccc2)c1
-3	-1	i	2	17	6	1	14	14	-2	CC(=O)c1cccc(-n2nnnc2SCC(=O)Nc2ccccc2N2CCCCC2)c1
0	15	i	-2	14	6	-2	-1	6	7	COc1ccc2[nH]c(C(=O)O)c(NS(=O)(=O)c3ccc(C)cc3C)c2c1
-1	1	i	-4	15	-2	-7	-3	12	-3	COCCNC(=O)C(c1ccc(Cl)cc1)N(C(=O)CCC(=O)Nc1ccccn1)C1CCCC1 (centres undefined)
-1	-1	i	1	13	3	x	-4	-2	6	CC(=O)N(C)c1ccc(N=Nc2c(C)[nH]n(-c3ccccc3)c2=O)cc1
1	-1	i	4	16	-2	7	0	-1	13	CCC(C)Oc1nc2c(c(=O)n(C)c(=O)n2C)n1C (centres undefined)
-3	-1	i	-2	29	-4	3	1	-2	-9	Cc1cccc2nc(CSC(=N)N)c(Br)n12
2	-3	i	2	13	32	-2	5	76*	-2	O=C(N/N=C/CCc1ccccc1)c1ccccc1
-1	-1	i	5	6	-2	2	-2	19	1	COc1ccc(Br)cc1CNC(=O)Cc1cccs1
1	3	i	0	3	18	9	-1	36	-8	COc1ccc2[nH]cc(C(=O)CN3CCC(C)CC3)c2c1
-1	-3	i	1	19	6	-9	-3	1	0	O=C1CCC(=O)N1OCCCCOc1ccccc1
1	2	i	1	23	16	-3	-2	36	7	CC(=O)N1CCN(C(=O)c2cc(S(=O)(=O)NCc3ccccc3)ccc2C)CC1
0	0	i	12	10	-2	-2	3	10	-6	Cc1cccc(Nc2nc3c(S(=O)(=O)c4ccccc4)nnn3c3ccccc23)c1
1	-2	i	-2	17	-10	3	-5	1	-4	O=C(CSc1ccccc1)NCc1cccnc1
x	1	i	-3	-2	-2	-4	20	6	5	CCCCn1c(N)c(N(CCC(C)C)C(=O)c2cc(CC)c(C)s2)c(=O)[nH]c1=O
-4	-1	i	1	45	1	x	1	0	-3	COc1ccc(/C=N/NC(=S)Nc2ccccc2)cc1COc1ccccc1F
-2	32	i	0	6	-1	6	6	-6	3	COc1cc(/C=C2/NC(=O)NC2=O)cc(Br)c1OCc1cccc(C(=O)O)c1
-1	-6	i	0	-4	-42	1	-5	-53	0	CCNS(=O)(=O)c1ccc(NC(=O)Cn2cc([N+](=O)[O-])cn2)cc1
2	-1	i	-1	22	-2	6	4	0	2	COc1ccccc1-c1noc(-c2ccccc2C(=O)Nc2ccccc2)n1
1	-5	i	2	13	8	2	-2	24	1	Cc1cc(C)nc(SCCC(=O)Nc2cccc3ccccc23)n1
-2	-2	i	1	20	2	-10	-5	8	8	CCOc1ccccc1N1CCN(CC(O)COc2ccc3c(C)cc(=O)oc3c2)CC1 (centres undefined)
4	-3	i	-5	14	-2	4	12	-10	-6	O=S(=O)(NCC(c1ccccc1)N1CCNCC1)c1ccc(Cl)cc1 (centres undefined)
x	3	i	-4	15	0	18	-2	17	2	CCC(C)n1c(SCC(=O)Nc2ccc3[nH]c(=O)[nH]c3c2)nc2ccccc2c1=O (centres undefined)
0	0	i	2	19	1	7	-2	-1	16	Cc1nc(C)c(-c2ccn(C(=O)NC(C)C)n2)s1
-2	-1	i	2	24	-6	2	4	-5	11	CC(OC(=O)Cc1n[nH]c(=O)c2ccccc12)C(=O)Nc1ccccc1[N+](=O)[O-] (centres undefined)
1	0	i	5	32	2	x	-1	0	1	Cc1ccccc1NNC(N)=S
-1	-1	i	-3	29	-2	x	1	0	41	CCOC(=O)c1c(C)[nH]c(C)c1S(=O)(=O)N(C)CC(=O)NCc1ccc(C)cc1
3	-1	i	-4	14	-4	-5	9	-1	10	NCCOc1ccc(C2CCCCC2)cc1
1	0	i	1	14	-8	-6	-3	-29	3	Cc1nn(CC(=O)Nc2cccc(S(N)(=O)=O)c2)c(C)c1[N+](=O)[O-]
-7	0	i	0	18	11	50	-2	31	3	COc1ccc2cc(-c3ccon3)ccc2c1
4	-3	i	-5	23	5	11	5	2	-7	Cn1c(SCC(=O)N/N=C/C=C\c2ccco2)nc2ccccc21
3	1	i	-2	21	15	6	-3	24	-4	COc1ccc2[nH]c(=O)c(CN(Cc3nnnn3Cc3ccco3)C3CCCCC3)cc2c1
5	16	i	-16	34	-1	73*	-1	2	-1	O=C1CCN2C=Nc3cccc4ccc1c2c34
5	-1	i	2	15	-1	-6	-3	-3	-2	O=C(c1ccco1)N1CCCSC1=Nc1ccccc1
-5	-4	i	2	20	-30	-9	4	-50	0	Cc1nn(CC(=O)NCc2ccccc2F)c(C)c1[N+](=O)[O-]
0	-3	i	3	12	0	9	2	9	6	CN(C)S(=O)(=O)c1cc(C(=O)NCc2ccccc2)c(Cl)cc1Cl
-1	0	i	-4	1	17	-1	4	25	9	COc1ccc(NC(=S)NC(NC(=O)CCl)C(Cl)(Cl)Cl)c([N+](=O)[O-])c1 (centres undefined)
4	-1	i	-3	5	2	-8	-3	3	4	Clc1cccc(Sc2ccc(-c3ccccn3)s2)c1
2	-1	i	0	37	-1	-3	0	-15	23	CCn1c(SCc2cccc(F)c2)nc2c(c1=O)SCC2
2	2	i	-1	19	1	3	-1	4	-4	CCOc1ccccc1NC(=O)CCCc1nc2ccccc2c(=O)[nH]1
-11	2	i	0	4	1	5	-7	12	-6	COC(=O)c1ccc(=O)n(CC(=O)c2ccc(Cl)cc2)c1
x	-1	i	-7	8	-2	5	0	11	-1	Cc1cc(C)n2nc(C)c(-c3ccccc3)c2n1
2	1	i	3	14	3	x	2	-3	19	CC1CCN(CCCOc2ccc(Cl)cc2Br)CC1
1	-2	x	3	-2	-1	1	2	1	5	O=C(NCc1ccco1)C(=O)NCC1OCCN1S(=O)(=O)c1ccccc1 (centres undefined)
-1	1	i	1	14	-2	-1	-2	-20	3	CCC(=O)N1CCc2cc(S(=O)(=O)N(C)c3ccc(OC)cc3OC)ccc21
x	-2	i	2	11	1	-5	1	0	-2	O=C(CN1C(=O)c2ccccc2C1=O)OCC(=O)N1CCN(c2ccccc2)CC1
-2	0	i	0	35	-8	11	5	-1	-5	Cc1cc(=O)[nH]c(N/N=C/c2c(O)n(-c3ccccc3)c(=O)c3ccccc23)n1
1	-1	i	-1	26	-3	10	-1	-11	-1	CCCCCCCC(=O)Nc1cc(C(=O)NCCC)ccc1N1CCC2(CC1)CC(c1ccccc1)=NO2

Part of the list above, tab-delimited:
Structure	HSP90 inh	GSK3A inh	PolyA inh	GSK3B inh	AI-2 QS modul	HSF1 inhib	DYRK1A inh	HDAC3 inhib	HSF-1 act	Platelet DG rel
NCCOc1ccc(C2CCCCC2)cc1	3	-1	i	-4	14	-4	-5	9	-1	10
CC1CCN(CCCOc2ccc(Cl)cc2Br)CC1	2	1	i	3	14	3	x	2	-3	19
Clc1cccc(Sc2ccc(-c3ccccn3)s2)c1	4	-1	i	-3	5	2	-8	-3	3	4

(list continues)
HSP90 inh	GSK3A inh	PolyA inh	GSK3B inh	AI-2 QS modul	HSF1 inhib	DYRK1A inh	HDAC3 inhib	HSF-1 act	Platelet DG rel	molecule
-4	0	i	-27	8	5	x	0	5	0	CC(C)Cc1ccccc1O
x	7	i	-4	-30	2	2	2	4	-7	O=C(COC(=O)c1cccc(OC(F)F)c1)NC(=O)NC1CCCCC1
-1	1	i	-2	24	0	4	5	-8	3	Cc1cccc2nc(CSc3nncn3-c3ccccc3)cn12
-3	2	i	0	18	-10	-4	1	-8	-5	N#CCN1C(=S)N=C(Nc2cccc(Cl)c2)C12CCCCC2
-2	4	i	1	16	-5	-4	0	-5	11	Cc1ccc(-n2nc(C(=O)O)c(O)cc2=O)cc1
0	-1	i	2	-47	5	6	10	25	4	CCCCCOc1ccc(C(O)C(CN2CCOCC2)c2ccccc2)cc1 (centres undefined)
-1	-1	i	0	18	-4	6	2	-13	-14	O=C(O)Cn1cnc2ccccc2c1=O
-3	-2	i	-7	2	2	8	3	5	20	CC(=O)Nc1ccc(N/C=C/C(=O)c2ccco2)cc1
-2	0	i	-1	33	7	-2	3	10	3	C=CCn1c(C)cc(C(=O)COc2ccc(S(=O)(=O)N3CCCC3)cc2[N+](=O)[O-])c1C
3	0	i	-4	25	18	-5	3	18	14	Cc1cc(NC(=O)CSc2ncn(-c3ccccc3)n2)no1
-1	-1	i	2	4	3	-2	-3	-5	1	CCN(CC)S(=O)(=O)c1ccc(C(=O)NCCCn2ccnc2)cc1
1	-8	i	-1	8	-6	-3	1	-6	-2	O=C(O)C(Cc1c[nH]c2ccccc12)NS(=O)(=O)c1ccc(Cl)c(C(F)(F)F)c1 (centres undefined)
3	0	i	2	-22	9	6	-4	18	17	CNC(=O)CCc1nc(-c2ccc(C(C)(C)C)cc2)no1
-2	0	i	3	9	-3	0	5	-2	1	O=C(CSc1ncnc2c1oc1ccccc12)NCC1CCCO1 (centres undefined)
